Source: PubChem (Sanford-Burnham Center for Chemical Genomics)
HT1080 viability: HT1080 cell viability loss – fluorescence readout (AID 620) | HT1080 viability, fluorescence; higher % means a stronger effect | cytotoxicity, % at 10 µM; hits with a dose series show EC50 in µM | 87,000 tested, 0.42% active; in the data active means cytotoxicity above about 50%;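 further: cells exposed to compound overnight then 4 h with Alamar Blue; 0% = vehicle DMSO and 100% = killing control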
Starred values were filed as active, the others as inactive. A portion of the library (hit frequency here may not be typical).

SMILES	HT1080 viability
CC(C)CN1CCC(C(=O)NCC2CCCO2)CC1 (stereo unspecified)	10%
O=C(CSC1=NCCS1)Nc1nc2ccccc2s1	-4%
COc1ccc(OC)c(S(=O)(=O)NC(C)(C)C)c1	8%
COC(=O)[C@@H]1C[C@@]2(O)[C@H](O)[C@H](O)[C@H](O)C[C@H]2N1Cc1c(F)cccc1Cl	14%
CNC(=O)C1(CC(C)C)C=CCN1C(C)=O (stereo unspecified)	-18%
CC(C)n1cc(-c2ccc(Cl)cc2)cc(C#N)c1=O	-7%
CCCCN1C(=O)CC(N2CCOCC2)C1=O (stereo unspecified)	17%
COc1cc(C(=O)Nc2ccc(S(=O)(=O)Nc3nccc(C)n3)cc2)cc(OC)c1OC	-13%
COc1ccccc1CNC(=O)CSCc1cnn(-c2ccccc2)c1-n1cccc1	-11%
COc1ccc(Nc2ncc(C(=O)O)c3ccccc23)cc1	5%
Cc1ncc2c(c1OC(=O)c1ccc([N+](=O)[O-])cc1)COC(C)(C)OC2	4%
Cc1ccc(N(C(=O)CCC(=O)Nc2cc(C)on2)C(C(=O)NC2CCCC2)c2cccs2)cc1 (stereo unspecified)	-3%
COc1cc(NC(=O)CCc2nc(-c3cccs3)no2)cc(OC)c1OC	5%
CCCN1C(=O)c2ccccc2NC1c1cc(OC)c(OC)c(OC)c1 (stereo unspecified)	3%
CCOc1ccc(C(=O)CCC(=O)O)cc1	-31%
O=C(O)c1cc(C(F)(F)F)nc2c(C(F)(F)F)cccc12	13%
COc1ccc(Cl)cc1NC(=O)C(=O)NC1CCCCCC1	-17%
CC(=O)c1ccc(N(C)C)cc1	14%
Clc1ccc(Cn2nnc(-c3ccccc3)n2)cc1	-6%
COC(=O)c1cn(CC(=O)NC2CCCCCC2)c2ccccc12	0%
CC1Cc2ccccc2N1c1nc(C2CC2)nc2c1nnn2Cc1ccccc1 (stereo unspecified)	-5%
CCC(C)S(=O)(=O)c1snnc1C (stereo unspecified)	13%
CC1=CCC2C(=O)N(c3ccc(C(=O)N4CCCCCC4)cc3)C(=O)C2C1 (stereo unspecified)	-13%
O[C@@H](CNC[C@H](O)c1ccccc1)c1ccccc1	8%
Cc1ccc(C2NS(=O)(=O)N=C2N)cc1 (stereo unspecified)	-18%
O=C(CSc1nc2ccccc2c(=O)n1NC(=O)c1ccccc1)c1ccc(Cl)cc1	-11%
C=CCn1c(-c2cccc(OC)c2)nc2nc3ccccc3nc21	-5%
Clc1ccc(CSc2nnc(NC3=NCCCCC3)s2)cc1	5%
CCCCOC(=O)Cn1c(=O)n(CC(=O)OCCCC)c2ccccc21	-1%
COC(=O)c1ccc(OCC(=O)c2ccccc2)cc1	9%
CCOC(=O)C(C)Sc1nc2ccccc2c(=O)n1CC1CCCCC1 (stereo unspecified)	-6%
CCN(c1cccc(C)c1)S(=O)(=O)c1c(C)[nH]c(=O)[nH]c1=O	0%
Cc1noc(C)c1COc1ccc(C(=O)OCC(=O)Nc2ccc3ccccc3c2)cc1	-1%
N#C/C(C(=O)Oc1ccccc1)=C1/Nc2ccccc2-c2ccccc21	-9%
c1ccc(C2[C@H]3CN(CC4CCCCC4)[C@H](c4ccccc4)C34CC2(c2ccccc2)C4)cc1 (stereo partly specified)	-7%
COC(=O)c1nc(-n2nc(C)cc2C)ccc1Cl	-14%
COc1ccc(N2CCN(C(=O)Nc3cccc(C(F)(F)F)c3)CC2)cc1	-20%
CCOC(=O)c1ccc(NC(=O)COc2ccc(S(=O)(=O)N3CCCC3)cc2)cc1	-10%
S=c1[nH]nc(-c2cc(-c3ccco3)[nH]n2)n1-c1cccc2ccccc12	16%
O=C(Nc1ccccc1F)c1ccc(COc2ccc(Cl)cc2Cl)o1	-5%
Brc1ccc(-n2cccc2/C=N/n2cnnc2)cc1	8%
c1ccc(C(c2c[nH]c3ccccc23)c2c[nH]c3ccccc23)nc1	2%
Cc1cc(C)c(C)c(S(=O)(=O)N2CCN(CC(=O)NC(=O)NCc3ccccc3)CC2)c1C	4%
COc1cc(C(=O)O/N=C2\CCCc3c2ccc(OC)c3[N+](=O)[O-])cc(OC)c1OC	-2%
Cc1ccc2nc(SCC(=O)Nc3cc(C(F)(F)F)ccc3N3CCOCC3)[nH]c2c1	62%*
CCCCNCc1cc(Cl)c(OCCC)c(OCC)c1	22%
O=C(COC(=O)c1ccc(S(=O)(=O)N2CCCC2)cc1)NCc1ccc(F)cc1	0%
O=C(CCn1cccc1)Nc1ccc(F)cc1	-12%
CC1(C(=O)NCCc2c[nH]c3ccccc23)C=CC2(CCCCC2)N1C(=O)c1ccccc1 (stereo unspecified)	-15%
O=C(N1CCOCC1)N1CCN(C(c2ccccc2)c2ccccc2)CC1	-16%
N/C(COc1ccc(F)cc1)=N\NC(=O)c1cccnc1Oc1ccccc1	0%
CCCCNS(=O)(=O)c1ccc(NC(=O)c2c(-c3ccccc3Cl)noc2C)cc1	-17%
N#CC1(c2ccccc2)CCCN1C(=O)c1ccccc1Br (stereo unspecified)	-20%
Cc1ccccc1-c1nnc(SCC(=O)NCc2ccc3c(c2)OCO3)n1C	11%
CCn1c(CSc2nc3ccccc3s2)nnc1SCC(N)=O	-11%
CCCNc1nc(C)c(C(C)=O)cc1C#N	2%
CC12CCC(C(=O)N(CSC(=S)N/N=C\c3ccccc3Cl)C1=O)C2(C)C (stereo unspecified)	-11%
O=C(c1cc2ccccc2oc1=O)N(Cc1cccs1)Cc1cccs1	-11%
C=CCON1C(=O)c2ccccc2C1=O	-4%
COCCN=C1OC(=O)N2C(=O)C3=C4[C@@H](C[C@H]5C(=O)N(CC(=O)OC)C(=O)[C@H]5[C@H]4[C@@]12Cc1ccccc1)[C@H]1C(=O)N(CC(=O)OC)C(=O)[C@H]1[C@H]3C	-7%

New compounds follow.
SMILES	HT1080 viability
CCCn1c(N2CCOCC2)nc2c1c(=O)[nH]c(=O)n2C	15%
CCC/C=C(\CCC)C(NS(=O)(=O)c1ccc(C(F)(F)F)cc1)c1ccccc1 (stereo unspecified)	-4%
CC1=CC(c2ccc(Cl)cc2)n2nc(NS(=O)(=O)c3ccc(C)cc3)nc2N1 (stereo unspecified)	-1%
CCn1nnnc1SCC(=O)N1CCCc2ccccc21	0%
COc1ccccc1C(=O)NCC1CCN(c2ccc(S(=O)(=O)N3CCOCC3)cc2)CC1	-4%
CCn1nnnc1SCC(=O)Nc1ccc2c(c1)OCO2	-1%
Cc1ccc(CSc2nnc(-c3cccnc3)n2N)cc1	-11%
COc1ccc(C2C(C#N)=C(SCC(=O)Nc3ccc(C)cc3)NC3=C2C(=O)CC(C)(C)C3)cc1 (stereo unspecified)	-2%
CCOC(=O)c1cccc(NC(=O)CCS(=O)(=O)c2ccc(Br)s2)c1	6%
O=C1CCC(=O)N1c1nc2nc(-c3ccccc3)cc(=O)n2[nH]1	-10%
NC(=O)CSc1nnc(Cc2csc(Nc3ccc(F)cc3)n2)n1Cc1ccccc1	3%
CCS(=O)(=O)Nc1cc(C(=O)OC)ccc1C(=O)OC	33%
CCOc1ccc(-n2c(SCC(=O)Nc3ccc4c(c3)OCO4)nc3ccccc3c2=O)cc1	3%
Cc1ccc(OCC(=O)NCCN2CCOCC2)cc1C	-2%
CCOc1ccccc1NC(=O)C1CCCCN1S(=O)(=O)c1ccc(F)cc1 (stereo unspecified)	-1%
CCCCN=Cc1sc2ccc(OCC)cc2c1O	-9%
Cc1nnc(NC(=O)c2ccccc2C(=O)O)s1	20%
CCCn1nc(NC(=O)C2CCCO2)c2cc3cc(C)ccc3nc21 (stereo unspecified)	-6%
CC(=O)COC(=O)CCc1nc2ccccc2[nH]c1=O	0%
COc1ccc(-c2c(C#N)c(N)nc3c2c(=O)n(C)c(=O)n3C)cc1	-2%
CCOc1ccc(OCCCN(C)C)cc1	8%
Cc1cccc(N2C(=O)CCC2=O)c1	-10%
COC(=O)c1cccc(C23CC4(C2)[C@H](CN(Cc2cccnc2)[C@@H]4c2ccccc2)C3c2ccc(Cl)nc2)c1 (stereo partly specified)	1%
CCN(CC(=O)Nc1ccccc1Br)Cc1nc2ccccc2c(=O)[nH]1	-1%
CN(CC(=O)NCc1ccncc1)S(=O)(=O)c1ccc(F)cc1	-2%
O=C(c1ccco1)c1cc2c(ccc3ccccc32)oc1=O	0%
COc1cc(=O)n(C)c2ccccc12	10%
COc1ccc(C(=O)c2ccc(OC)c(OC)c2)cc1	3%
CCCCn1c(NCc2ccc3c(c2)OCO3)nc2ccccc21	-11%
CCCC1CC(C)(c2csc(Nc3ccc(OCC)cc3)n2)OC1=O (stereo unspecified)	0%
O=C(NCc1ccc2c(c1)OCO2)c1ccc(COc2cc(Cl)ccc2Cl)o1	-12%
CC(C)C(=O)Nc1sc2c(c1-c1nc3ccccc3[nH]1)CCCC2	-7%
N/C(=N\OC(=O)c1ccco1)c1ccccc1	-15%
CC1CCCCN1S(=O)(=O)c1ccc(S(=O)(=O)N(Cc2ccccc2)Cc2ccco2)cc1 (stereo unspecified)	-8%
COc1cccc(C2NC(=O)N(CCCC(=O)O)C(C)=C2C(=O)OCc2ccccc2)c1 (stereo unspecified)	-22%
CC(CC(=O)Nc1nc2ccccc2[nH]1)c1ccccc1 (stereo unspecified)	-2%
COc1cc(C(=O)Oc2cc(C)cc(C)c2)cc(OC)c1OC	-10%
CCN(CC)c1ccc(-c2nc3cnccn3c2NC2CCCC2)cc1	-2%
Cc1ccc(N2C(=O)c3ccc(C(=O)Nc4cccnc4)cc3C2=O)c(C)c1	2%
C=C(C)C1CC=C(C)/C(=N/NC(=O)COc2cccc(C)c2)C1 (stereo unspecified)	-14%
COc1cc2c(cc1OC)CN(CC(=O)Nc1ccccc1C#N)CC2	-3%
COC(=O)c1ccc(C23CC4(C2)[C@H](CN(CC2CCCCC2)[C@@H]4c2ccccc2)C3c2ccc(Cl)nc2)cc1 (stereo partly specified)	-8%
CCCCCCCOc1ccc(OC(=O)c2ccncc2)cc1	21%
Cc1cc(OCCCCN2C(=O)NC(C)(C)C2=O)cc(C)c1Cl	-10%
COc1ccc(OCCCc2c(C)n[nH]c2C)cc1	1%
CC1=CC(=O)C=CC1(C)C(Cl)Cl (stereo unspecified)	2%
CC(C)N1C(=O)CC(Nc2ccc(N3CCOCC3)cc2)C1=O (stereo unspecified)	-12%
CCOC(=O)c1c(C)[nH]c(C)c1C(=O)CSc1nnc(-c2ccncc2)n1Cc1ccccc1	3%
CCNC(=O)c1oc2c(c1C)C(=O)CC(C)(C)C2	-10%
COc1ccc(CC(=O)NCc2cccs2)cc1OC	-2%
CCN(CC)CCN1C(=O)c2ccccc2NC1c1ccc(F)cc1 (stereo unspecified)	-13%
O=C1c2ccccc2C(=O)c2c1oc(C(F)(F)F)c2C(=O)c1ccccc1	-2%
N#Cc1c(N2CCN(C(=O)c3ccccc3)CC2)nc(-c2ccccc2)c2c1CCCC2	19%
CCN1CCN(C(=S)Nc2ccccc2Cl)CC1	14%
CCSc1nnc([C@H](Cc2c[nH]c3ccccc23)NC(=O)OC(C)(C)C)o1	-1%
CCOC(=O)c1c(C)cc(C)n2c1nc1ccccc12	13%
Cc1sc2nc3n(c(=O)c2c1C)CCCCC3	5%
C=CCSc1nc2ccccc2n1S(=O)(=O)c1ccc(C)cc1	-1%
Cc1ccc(C(=O)N(Cc2ccc3c(c2)OCO3)Cc2nc3ccccc3c(=O)[nH]2)cc1	-4%
CC(C)(C)NC(=O)c1nc2ccccc2s1	1%

Ordered by molar mass (lowest first): 18 of the compounds above.
SMILES	HT1080 viability
CC1=CC(=O)C=CC1(C)C(Cl)Cl (stereo unspecified)	2%
CC(C)(C)NC(=O)c1nc2ccccc2s1	1%
Cc1sc2nc3n(c(=O)c2c1C)CCCCC3	5%
CCNC(=O)c1oc2c(c1C)C(=O)CC(C)(C)C2	-10%
COc1ccc(OCCCc2c(C)n[nH]c2C)cc1	1%
CCOC(=O)c1c(C)cc(C)n2c1nc1ccccc12	13%
CCN1CCN(C(=S)Nc2ccccc2Cl)CC1	14%
COc1ccc(CC(=O)NCc2cccs2)cc1OC	-2%
C=C(C)C1CC=C(C)/C(=N/NC(=O)COc2cccc(C)c2)C1 (stereo unspecified)	-14%
CCCCCCCOc1ccc(OC(=O)c2ccncc2)cc1	21%
CC(C)N1C(=O)CC(Nc2ccc(N3CCOCC3)cc2)C1=O (stereo unspecified)	-12%
Cc1cc(OCCCCN2C(=O)NC(C)(C)C2=O)cc(C)c1Cl	-10%
C=CCSc1nc2ccccc2n1S(=O)(=O)c1ccc(C)cc1	-1%
COc1cc2c(cc1OC)CN(CC(=O)Nc1ccccc1C#N)CC2	-3%
O=C1c2ccccc2C(=O)c2c1oc(C(F)(F)F)c2C(=O)c1ccccc1	-2%
CCSc1nnc([C@H](Cc2c[nH]c3ccccc23)NC(=O)OC(C)(C)C)o1	-1%
N#Cc1c(N2CCN(C(=O)c3ccccc3)CC2)nc(-c2ccccc2)c2c1CCCC2	19%
Cc1ccc(C(=O)N(Cc2ccc3c(c2)OCO3)Cc2nc3ccccc3c(=O)[nH]2)cc1	-4%

(next part)
SMILES	HT1080 viability
CCN(C(=O)CSc1nc2ccccc2n1CCc1ccccc1)C1CCS(=O)(=O)C1 (stereo unspecified)	-3%
COc1cc(NS(=O)(=O)c2ccc(NC(=S)NC(=O)C(C)(C)C)cc2)nc(OC)n1	-4%
COc1cccc(C2C(=O)N(C3CCCCC3)CC(=O)N2Cc2ccc(F)cc2)c1 (stereo unspecified)	-20%
COc1ccc(-c2nnn(Cc3nc(N)nc(N4CCOCC4)n3)n2)cc1OC	-8%
CC(C)CCNc1nc(-c2ccco2)c2c(c1C#N)CCCC2	2%
CC(=O)Nc1ccc(-c2nnc(SCc3ccc(C)cc3)n2C)cc1	-8%
CSc1nc(-c2ccccc2)nn1C(=O)c1ccco1	-5%
COC(=O)c1ccccc1OC(=O)c1cccnc1	2%
COc1ccc(Oc2cc(C(F)(F)F)cnc2C(N)=O)cc1	-2%
Cc1ccc(C2CC(=O)C=C(O)C2)cc1 (stereo unspecified)	-17%
Cc1ccc2c(c1)C1(OCCO1)C(=O)N2	4%
CCCCNC(=S)NNC(=O)c1nn(C)cc1Cl	-6%
CCOC(=O)c1cc2c(ccn2C)n1CC(=O)N1CCC(C)CC1	-13%
CS(=O)(=O)c1sc2nc(-c3ccccc3)cc(-c3ccccc3)c2c1N	-12%

Some of the entries above, set out differently.
N#Cc1c(N2CCN(C(=O)c3ccccc3)CC2)nc(-c2ccccc2)c2c1CCCC2
  HT1080 viability: 19%
CCN1CCN(C(=S)Nc2ccccc2Cl)CC1
  HT1080 viability: 14%
